Bioassay records as filed in PubChem.
Neddyl block: inhibitors of cullin neddylation, primary screen, biochemical, TR-FRET, uHTS, NAE and Ubc12; NEDD8-conjugating enzyme Ubc12 (Homo sapiens) + NEDD8-activating enzyme E1 regulatory …; calls only at 25 µM; AID 651699, 2012; 0.58% of 360,000 active; in the data active = inhibition above about 36%
SUMO1 PPI mod: modulators of SUMO1 protein-protein interactions, primary screen, biochemical, uHTS | Small ubiquitin-related modifier 1 (Homo sapiens), P63165 | SUMO1 binding to a labelled peptide, TR-FRET, 1 h | inhibition, % at 20 µM | 0.33% of 360,000 active | AID 602429, 2012; in the data active = inhibition above about 37%
NadD inh: inhibitors of S. aureus NadD, primary screen, biochemical, colorimetric, uHTS | Nicotinate-nucleotide adenylyltransferase NadD (Staphylococcus aureus N315) | purified NadD enzyme, colorimetric absorbance read-out | inhibition, % at 20 µM | 0.78% of 360,000 active; in the data active = inhibition above about 26%; note: some compounds past the cut are filed as inactive
CendR NRP1 mod: modulators of CendR peptide binding to NRP-1, primary screen, biochemical, fluorescence polarization, uHTS. FAM-RPARPAR peptide binding to NRP-1. AID 602438, 2012. 0.85% of 360,000 active. Neuropilin-1 (Homo sapiens), O14786. inhibition, % at 25 µM;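 active = inhibition or corrected inhibition above about 18%, plus a signal ratio from 0.5 to 1.5, limit read from the data, passing the limit was not always enough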; note: strong numbers were not always called active
Target sequence (O14786 whole entry, looked up): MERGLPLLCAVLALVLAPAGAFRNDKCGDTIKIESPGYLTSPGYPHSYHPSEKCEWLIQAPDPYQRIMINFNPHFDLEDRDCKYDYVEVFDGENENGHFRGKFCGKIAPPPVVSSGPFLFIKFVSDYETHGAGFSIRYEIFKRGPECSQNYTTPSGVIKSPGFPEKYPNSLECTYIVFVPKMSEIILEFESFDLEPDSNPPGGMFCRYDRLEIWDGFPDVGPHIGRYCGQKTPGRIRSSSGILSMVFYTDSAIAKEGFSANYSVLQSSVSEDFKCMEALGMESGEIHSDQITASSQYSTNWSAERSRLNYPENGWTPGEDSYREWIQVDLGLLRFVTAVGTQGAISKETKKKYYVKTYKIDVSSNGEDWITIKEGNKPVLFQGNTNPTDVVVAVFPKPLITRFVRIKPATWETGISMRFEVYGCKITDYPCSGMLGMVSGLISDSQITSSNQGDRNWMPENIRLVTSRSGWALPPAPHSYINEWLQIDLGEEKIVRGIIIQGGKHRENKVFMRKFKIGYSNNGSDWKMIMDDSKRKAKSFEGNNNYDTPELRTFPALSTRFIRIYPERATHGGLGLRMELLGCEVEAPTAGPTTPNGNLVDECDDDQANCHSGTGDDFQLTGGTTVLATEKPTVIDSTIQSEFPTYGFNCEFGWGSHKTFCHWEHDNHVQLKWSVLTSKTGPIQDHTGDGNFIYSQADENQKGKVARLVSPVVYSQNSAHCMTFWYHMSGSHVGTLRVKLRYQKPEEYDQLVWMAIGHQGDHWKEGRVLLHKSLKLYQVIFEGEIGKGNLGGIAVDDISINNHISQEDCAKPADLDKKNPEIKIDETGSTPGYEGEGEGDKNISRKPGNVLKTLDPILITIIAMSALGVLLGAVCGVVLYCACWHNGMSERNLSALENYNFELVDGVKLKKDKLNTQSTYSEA
SKN-1 inh: suppressors of acrylamide-induced Pgst-4::GFP reporter in worms, primary screen, SKN-1 inhibitor project, whole organism, uHTS, GFP/RFP fluorescence ratio, strain VP596; C. elegans VP596 Pgst-4::GFP/RFP ratio, 24 h; inhibition, % at 21.8 µM; AID 624304, 2012; 0.49% of 360,000 active;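 active = interference check ratio from 0.5 to 1.5 plus GFP to RFP signal ratio inhibition reaching or exceeding a fixed threshold, cut at about 30% in these data, passing the limit was not always enough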; note: some compounds called inactive have numbers as strong as hits
STEP inh: STEP phosphatase inhibitors, primary screen, biochemical, fluorescence intensity, uHTS | 0.25% of 360,000 active | AID 588621, 2011 | recombinant STEP, OMFP fluorogenic substrate | inhibition, % at 20 µM | Tyrosine-protein phosphatase non-receptor type 5 (Homo sapiens), P54829;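 active = inhibition at 20 µM, scaled per plate between control wells, above about 37%, limit read from the data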;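 note: 0% = DMSO with enzyme and substrate and 100% = substrate only without enzyme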
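Assay system: isolated STEP enzyme / Timing: 20 min at room temperature, dark / Doses: 20 µM, 1% DMSO / Technique: fluorescence intensity, excitation 480 nm, emission 540 nm / Reagent: fluorogenic phosphatase substrate OMFP at 25 µM final / Measure: percent inhibition scaled to no-enzyme and uninhibited-enzyme controls, plate-pattern corrected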
Scp-1 inhibitor: Scp-1 phosphatase inhibitors, primary screen, biochemical, colorimetric, uHTS | Carboxy-terminal domain RNA polymerase II polypeptide A small phosphatase 1 (Homo … | Recombinant Scp1, phosphopeptide, malachite green phosphate absorbance | inhibition, % at 20 µM | 0.88% of 340,000 active;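 active = inhibition above about 50% at 20 µM, limit read from the data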;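 note: plate controls were DMSO wells with enzyme for no effect and wells lacking enzyme for full effect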
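Test system: SCP-1 phosphatase catalytic domain, residues 76-261 | Compound dosing: One concentration, 20 µM, with 1.0% DMSO | Schedule: 45 min room-temperature reaction, 5 min colour, 30 min stabiliser | Detection: Absorbance at 630 nm | Read-out basis: % inhibition of SCP-1 phosphate liberation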
LMPTP block: LMPTP phosphatase inhibitors, primary screen, biochemical, fluorescence intensity, uHTS. inhibition, % at 20 µM. 0.22% of 360,000 active. AID 651560, 2012. recombinant LMPTP-A, OMFP fluorogenic substrate;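 active = compounds that cut the enzyme signal by at least half of the control window in the single-dose screen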;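 note: plate controls were DMSO wells with enzyme plus substrate for no effect and substrate without enzyme for full effect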
Target sequence (P24666 whole entry, looked up): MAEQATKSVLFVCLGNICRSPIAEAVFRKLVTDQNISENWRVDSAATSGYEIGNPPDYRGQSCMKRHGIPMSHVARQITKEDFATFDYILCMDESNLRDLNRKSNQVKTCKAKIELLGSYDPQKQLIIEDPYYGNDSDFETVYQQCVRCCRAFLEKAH
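test system = LMPTP-A | amount = 0.625 nM LMPTP-A final | reagent = fluorogenic phosphatase substrate OMFP at 400 µM final | incubation = 50 min at room temperature | benchmarks = no-enzyme low control, uninhibited high control | medium = Bis-Tris pH 6.0, DTT, detergent | signal = fluorescence intensity of OMFP turnover product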
DNMT1 inh: human DNMT1 methyltransferase inhibitors, primary screen, biochemical, molecular beacon, fluorescence, HinP1I cleavage, uHTS. DNA (cytosine-5)-methyltransferase 1 (Homo sapiens), P26358. 0.83% of 360,000 active. inhibition (reported as % activation of signal), % at 10 µM. AID 588458, 2011; in the data active = inhibition above about 50%
Tb MetRS inh: T. brucei MetRS inhibitors, primary screen, biochemical, luminescence | inhibition, % at 11.9 µM | 0.4% of 360,000 active | purified T. brucei MetRS, ATP depletion, Kinase-Glo luminescence | AID 624268, 2012;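 active = inhibition above a per-plate cutoff of the control wells' mean inhibition plus 3 SD, cut at about 5.5% in these data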;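 note: 0% = DMSO wells median and 100% = median of wells with control inhibitor compound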
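technique = Kinase-Glo luminescence, ATP depletion format | system = purified MetRS (methionyl-tRNA synthetase) enzyme from Trypanosoma brucei | timing = 15 min preincubation, 2 h reaction, all 25 °C | evaluation = percent inhibition versus plate control medians | dosing = single dose, 11.9 µM final nominal, 0.9% final DMSO | also added = substrates ATP, L-methionine and bulk Escherichia coli tRNA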
Active calls of the source: *.

CC(=O)N1CCN(c2ccccc2NC(=O)c2cc(Br)ccc2Cl)CC1 was read as Neddyl block inactive, SUMO1 PPI mod -2, NadD inh 3, CendR NRP1 mod 14, SKN-1 inh 25, STEP inh -1, Scp-1 inhibitor -11, LMPTP block 1.7, DNMT1 inh 5 and Tb MetRS inh -1.6.
Screening CCCC(C(=O)NC1=NCCS1)c1ccccc1 (stereo unspecified) returned Neddyl block inactive, SUMO1 PPI mod -2, NadD inh 0, CendR NRP1 mod 7, SKN-1 inh -4, STEP inh 1, Scp-1 inhibitor -1, LMPTP block 0.7, DNMT1 inh 0 and Tb MetRS inh -0.7.
`C=CCn1cc(C(=O)N2CCN(CC)CC2)c(=O)c2cc(S(=O)(=O)N(CC)CC)ccc21` gave Neddyl block inactive, SUMO1 PPI mod -4, NadD inh 1, CendR NRP1 mod 8, SKN-1 inh 16, STEP inh -2, Scp-1 inhibitor -6, LMPTP block -0.7, DNMT1 inh 0 and Tb MetRS inh -0.1.
For CC(=O)Nc1ccc(NC(=O)C(C)OC(=O)c2ccc(S(=O)(=O)N3CCCCC3)cc2)cc1 (stereo unspecified) the results were Neddyl block inactive, SUMO1 PPI mod 2, NadD inh 6, CendR NRP1 mod -1, SKN-1 inh -11, STEP inh -5, Scp-1 inhibitor -4, LMPTP block 1.9, DNMT1 inh 20 and Tb MetRS inh -0.2.
COc1ccc(C2CC(c3cccs3)=NN2C(=O)c2ccccc2)cc1OC (stereo unspecified) was read as Neddyl block inactive, SUMO1 PPI mod -10, NadD inh -5, CendR NRP1 mod 4, SKN-1 inh 0, STEP inh 1, Scp-1 inhibitor -12, LMPTP block 0.7, DNMT1 inh 0 and Tb MetRS inh 1.0.
For CC1(C)CC(C(CC(=O)N2CCCC2)Cc2ccccc2)CCO1 (stereo unspecified) the results were Neddyl block inactive, SUMO1 PPI mod -4, NadD inh -2, CendR NRP1 mod -2, SKN-1 inh -4, STEP inh -2, Scp-1 inhibitor -11, LMPTP block 1.7, DNMT1 inh 0 and Tb MetRS inh -1.2.
Screening Cc1ccc(CN2CCN(Cc3cc(=O)c4ccccc4[nH]3)CC2CCO)o1 (stereo unspecified) returned Neddyl block inactive, SUMO1 PPI mod -1, NadD inh -6, CendR NRP1 mod -18, SKN-1 inh -9, STEP inh -2, Scp-1 inhibitor -1, LMPTP block 2.5, DNMT1 inh 0 and Tb MetRS inh -0.2.
Screening COc1cc(/C=C2/C(=N)N3OC(C)=CC3=NC2=O)ccc1OC(=O)c1ccco1 returned Neddyl block inactive, SUMO1 PPI mod -10, NadD inh 3, CendR NRP1 mod -8, SKN-1 inh -7, STEP inh -1, Scp-1 inhibitor 1, LMPTP block -0.3, DNMT1 inh -2 and Tb MetRS inh -1.3.
`Cc1ccc(C)c(CSc2nnc([C@@H](N)C(C)C)o2)c1` gave Neddyl block inactive, SUMO1 PPI mod -5, NadD inh -1, CendR NRP1 mod 2, SKN-1 inh -36, STEP inh -2, Scp-1 inhibitor -5, LMPTP block 0.3, DNMT1 inh 1 and Tb MetRS inh -1.6.
COc1cccc(C(=O)C[n+]2ccccc2/C=N/O)c1 was read as Neddyl block inactive, SUMO1 PPI mod -26, NadD inh 4, CendR NRP1 mod -1, SKN-1 inh 7, STEP inh -1, Scp-1 inhibitor -7, LMPTP block -2.8, DNMT1 inh 3 and Tb MetRS inh 0.0.
For COC(=O)c1c(NC(=O)c2ccc(Br)o2)sc(C)c1C the results were SUMO1 PPI mod 0, NadD inh -2, CendR NRP1 mod -5, SKN-1 inh 0, STEP inh 6, Scp-1 inhibitor -6, LMPTP block 0.0, DNMT1 inh -3 and Tb MetRS inh 0.3.
For CCC(=O)c1ccc(OCCn2cncn2)cc1 the results were Neddyl block inactive, SUMO1 PPI mod -6, NadD inh 3, CendR NRP1 mod -4, SKN-1 inh -18, STEP inh -1, Scp-1 inhibitor -9, LMPTP block -0.9, DNMT1 inh -2 and Tb MetRS inh 0.1.

A draw from above in order of formula weight, rising:
For COC(=O)c1c(NC(=O)c2ccc(Br)o2)sc(C)c1C the results were SUMO1 PPI mod 0, NadD inh -2, CendR NRP1 mod -5, SKN-1 inh 0, STEP inh 6, Scp-1 inhibitor -6, LMPTP block 0.0, DNMT1 inh -3 and Tb MetRS inh 0.3.
Screening COc1cc(/C=C2/C(=N)N3OC(C)=CC3=NC2=O)ccc1OC(=O)c1ccco1 returned Neddyl block inactive, SUMO1 PPI mod -10, NadD inh 3, CendR NRP1 mod -8, SKN-1 inh -7, STEP inh -1, Scp-1 inhibitor 1, LMPTP block -0.3, DNMT1 inh -2 and Tb MetRS inh -1.3.
CC(=O)N1CCN(c2ccccc2NC(=O)c2cc(Br)ccc2Cl)CC1 was read as Neddyl block inactive, SUMO1 PPI mod -2, NadD inh 3, CendR NRP1 mod 14, SKN-1 inh 25, STEP inh -1, Scp-1 inhibitor -11, LMPTP block 1.7, DNMT1 inh 5 and Tb MetRS inh -1.6.

More results
`C[C@@H]1CC=C[C@H]2[C@H]1C(=O)N(Cc1ccccc1)[C@H]2c1ccc(-c2ccc(F)cc2)cc1F` gave Neddyl block inactive, SUMO1 PPI mod 6, NadD inh -2, CendR NRP1 mod 9, SKN-1 inh 15, STEP inh 2, Scp-1 inhibitor -8, LMPTP block 6.2, DNMT1 inh -1 and Tb MetRS inh -0.3.
For COc1ccc(CNCCNC(=O)c2ccco2)c(OC)c1OC the results were Neddyl block inactive, SUMO1 PPI mod -1, NadD inh 6, CendR NRP1 mod 4, SKN-1 inh 2, STEP inh 4, Scp-1 inhibitor -8, LMPTP block -2.1, DNMT1 inh 2 and Tb MetRS inh 0.4.
CC(C)CC(=O)Nc1ccc2oc(-c3cccnc3)nc2c1 was read as SUMO1 PPI mod -2, NadD inh -5, CendR NRP1 mod -18, SKN-1 inh 17, STEP inh 2, Scp-1 inhibitor -5, LMPTP block -2.2, DNMT1 inh -2 and Tb MetRS inh 0.3.
Cc1c(NC(=O)c2ccccc2NS(=O)(=O)c2ccc(F)cc2)c(=O)n(-c2ccccc2)n1C was read as Neddyl block inactive, SUMO1 PPI mod -1, NadD inh -7, CendR NRP1 mod 0, SKN-1 inh 8, STEP inh 2, Scp-1 inhibitor 0, LMPTP block -1.9, DNMT1 inh 6 and Tb MetRS inh -1.1.
Screening O=C(Nc1ccc(CN2CCS(=O)(=O)CC2)cc1)c1ccc(Cl)cc1 returned Neddyl block inactive, SUMO1 PPI mod 1, NadD inh 0, CendR NRP1 mod 4, SKN-1 inh 23, STEP inh 0, Scp-1 inhibitor -4, LMPTP block 2.1, DNMT1 inh -11 and Tb MetRS inh -0.2.
For CCOc1ccc(/C(O)=C2/C(=O)C(=O)N(CCN(C)C)C2c2ccccc2)cc1Cl (stereo unspecified) the results were Neddyl block inactive, SUMO1 PPI mod -8, NadD inh -1, CendR NRP1 mod 1, SKN-1 inh -5, STEP inh 3, Scp-1 inhibitor -3, LMPTP block -2.2, DNMT1 inh -6 and Tb MetRS inh 0.0.
`CCOC(=O)c1c(NC(C)=O)sc2c(O)c(Br)cc(Br)c12` gave Neddyl block inactive, SUMO1 PPI mod 3, NadD inh 1, CendR NRP1 mod -3, SKN-1 inh 5, STEP inh -4, Scp-1 inhibitor -11, LMPTP block 0.3, DNMT1 inh -10 and Tb MetRS inh 0.5.
`c1ccc(NC(=NCc2ccco2)c2ccccc2)cc1` gave Neddyl block inactive, SUMO1 PPI mod -4, NadD inh -5, CendR NRP1 mod -15, SKN-1 inh 12, STEP inh 2, Scp-1 inhibitor -5, LMPTP block -1.2, DNMT1 inh 5 and Tb MetRS inh -0.9.
For O=C(c1ccc(S(=O)(=O)Cc2ccccc2Cl)c([N+](=O)[O-])c1)N1CCN(c2ccccn2)CC1 the results were Neddyl block inactive, SUMO1 PPI mod -25, NadD inh -4, CendR NRP1 mod -2, SKN-1 inh -1, STEP inh 4, Scp-1 inhibitor -2, LMPTP block 5.8, DNMT1 inh 2 and Tb MetRS inh -0.8.
CCCn1c(=N)n(CC(=O)O)c2ccccc21 was read as Neddyl block inactive, SUMO1 PPI mod 0, NadD inh 3, CendR NRP1 mod -6, SKN-1 inh -20, STEP inh -15, Scp-1 inhibitor -4, LMPTP block -0.4, DNMT1 inh -1 and Tb MetRS inh -1.5.
For Cc1ccsc1C1C(C#N)=C(N)N(N(C)C)C2=C1C(=O)CC(C)(C)C2 (stereo unspecified) the results were Neddyl block inactive, SUMO1 PPI mod -3, NadD inh -6, CendR NRP1 mod -3, SKN-1 inh -10, STEP inh 0, Scp-1 inhibitor -7, LMPTP block -0.4, DNMT1 inh 2 and Tb MetRS inh -0.6.
For c1ccc(Cc2nn3c(C4COc5ccccc5O4)nnc3s2)cc1 (stereo unspecified) the results were Neddyl block inactive, SUMO1 PPI mod -4, NadD inh 2, CendR NRP1 mod 0, SKN-1 inh 8, STEP inh 6, Scp-1 inhibitor -6, LMPTP block -0.2, DNMT1 inh -5 and Tb MetRS inh 0.0.
For CC[C@H](C)[C@@H]1NC(=O)c2cc([N+](=O)[O-])cc(F)c2OCC[C@@H](C(N)=O)NC(=O)[C@H](CCCCN)NC1=O the results were Neddyl block inactive, SUMO1 PPI mod -17, NadD inh -2, CendR NRP1 mod -1, SKN-1 inh 0, STEP inh -3, Scp-1 inhibitor 5, LMPTP block -0.5, DNMT1 inh 9 and Tb MetRS inh -0.5.
For O=C(COC(=O)c1cccnc1Cl)Nc1cc(S(=O)(=O)N2CCCCC2)ccc1Cl the results were Neddyl block inactive, SUMO1 PPI mod 0, NadD inh -10, CendR NRP1 mod -11, SKN-1 inh -3, STEP inh 0, Scp-1 inhibitor -14, LMPTP block -0.7, DNMT1 inh -1 and Tb MetRS inh -0.1.
`CC1(C)CC(NC(=O)c2cccc(S(=O)(=O)Nc3cccc(Cl)c3)c2)CC(C)(C)N1` gave Neddyl block inactive, SUMO1 PPI mod -3, NadD inh -8, CendR NRP1 mod 7, SKN-1 inh 2, STEP inh 1, Scp-1 inhibitor -5, LMPTP block -0.7, DNMT1 inh 3 and Tb MetRS inh -0.3.
